Assay outcomes: PubChem, Sanford-Burnham Center for Chemical Genomics
hIAP activ: human IAP activators, primary screen, biochemical, luminescence, uHTS | AID 2524, 2010 | activation factor at 10 µM | purified human IAP, CDP-Star luminescence, 30 min; stronger effect = higher value; 1 = vehicle-only enzyme, 0 = enzyme-free background | 330,000 tested, 0.16% active;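 active = activation factor of the enzyme at least 2-fold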; note: the source names both 10 and 20 µM as test concentration; values of inactives mirror those of a sister screen read the other way
Target sequence (P09923 whole entry, looked up): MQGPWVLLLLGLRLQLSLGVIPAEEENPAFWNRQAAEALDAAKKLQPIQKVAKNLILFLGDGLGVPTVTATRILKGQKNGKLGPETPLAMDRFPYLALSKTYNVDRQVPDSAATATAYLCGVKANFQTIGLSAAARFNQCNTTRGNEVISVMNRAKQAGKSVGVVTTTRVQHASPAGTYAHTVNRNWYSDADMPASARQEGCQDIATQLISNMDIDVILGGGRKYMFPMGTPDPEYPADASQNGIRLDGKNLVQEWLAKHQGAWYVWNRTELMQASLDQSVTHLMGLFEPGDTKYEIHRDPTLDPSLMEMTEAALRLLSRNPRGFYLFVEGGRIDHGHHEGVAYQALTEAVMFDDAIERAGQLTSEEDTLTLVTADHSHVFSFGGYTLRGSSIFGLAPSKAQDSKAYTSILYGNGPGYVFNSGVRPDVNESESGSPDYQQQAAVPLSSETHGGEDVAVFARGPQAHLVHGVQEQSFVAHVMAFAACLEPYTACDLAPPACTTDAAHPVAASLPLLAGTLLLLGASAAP
beta cell repl: inducers of MIN6 beta-cell proliferation, primary screen, ATP luminescence, uHTS; MIN6 cells proliferation, ATPlite luminescence, 48 h; cells starved in 0.2% serum; 100% = growth in 10% serum; proliferation, % at 10 µM; 330,000 tested, 0.29% active; AID 2380, 2010;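 active = compounds whose signal lies at least 3.5 SD above the mean of all wells on their plate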;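 note: 0% = DMSO-treated cells in low-serum medium and 100% = 10% serum control; some compounds called inactive have numbers as strong as hits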
APOBEC3G inh: APOBEC3G DNA deaminase inhibitors, primary screen, biochemical, fluorescence, single-stranded DNA substrate, uHTS. DNA dC->dU-editing enzyme APOBEC-3G (Homo sapiens), Q9HC16. recombinant A3G, ssDNA deamination FAM/TAMRA fluorescence. inhibition, % at 20 µM. 330,000 tested, 0.28% active. AID 493012, 2011;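 active = inhibition of at least 40% at 20 µM, with no more than 30% in the related APOBEC3A deaminase screen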;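 note: plate controls were DMSO wells with A3G for no effect and wells lacking A3G enzyme for full effect; some compounds called inactive have numbers as strong as hits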
Target sequence (Q9HC16 whole entry, looked up): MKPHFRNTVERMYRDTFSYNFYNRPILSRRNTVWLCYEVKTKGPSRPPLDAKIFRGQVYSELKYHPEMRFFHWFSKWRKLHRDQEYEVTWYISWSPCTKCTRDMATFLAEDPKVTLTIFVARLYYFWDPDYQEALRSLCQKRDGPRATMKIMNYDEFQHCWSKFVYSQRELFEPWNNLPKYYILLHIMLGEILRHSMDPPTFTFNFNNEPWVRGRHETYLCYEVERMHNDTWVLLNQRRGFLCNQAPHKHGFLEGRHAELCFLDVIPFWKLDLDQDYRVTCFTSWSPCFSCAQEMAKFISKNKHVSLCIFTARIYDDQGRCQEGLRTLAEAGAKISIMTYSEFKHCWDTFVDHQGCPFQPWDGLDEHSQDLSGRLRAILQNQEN
hIAP inh: human IAP inhibitors, primary screen, biochemical, luminescence, uHTS. Intestinal-type alkaline phosphatase (Homo sapiens), P09923. purified IAP, CDP-Star luminescence, 30 min. inhibition, % at 10 µM. 330,000 tested, 0.12% active. AID 2544, 2010;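 active = inhibition reaching a set limit with compound at 10 µM in the primary screen, cut at about 35% in these data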;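 note: plate controls were DMSO wells with enzyme for no effect and no-enzyme buffer wells for full effect; values of inactives mirror those of a sister screen read the other way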
SENP1 inh: human SENP1 catalytic domain inhibitors, primary screen, biochemical, FRET, uHTS; inhibition, % at 10 µM; recombinant SENP1 catalytic domain, CyPet-SUMO1-YPet FRET cleavage; Sentrin-specific protease 1 (Homo sapiens), Q9P0U3; AID 624204, 2012; 360,000 tested, 0.21% active;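 active = inhibition at least 30% at 10 µM, raw YFP signal under a set limit, fluorescence ratio 0.5 to 1.5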;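 note: 0% = enzyme with DMSO and 100% = no enzyme wells; some results filed as inactive read as strong as hits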
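Material: hSENP1 catalytic domain, recombinant; medium: Tris pH 8 with BME, BSA, NP40 and catalase; compound: single concentration of 10 µM compound, 0.5% DMSO final; technique: FRET read of cyan and yellow fluorescence; timing: 50 min enzyme reaction, room temperature, light-protected; reagent: SFCypet-SUMO1-SFYpet substrate at 25 nM; control set: no-enzyme low, enzyme-DMSO high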
mIAP activ: activators of mouse IAP, primary screen, biochemical, luminescence, uHTS. activation factor at 10 µM. intestinal alkaline phosphatase [Mus musculus]. muIAP, CDP-Star luminescence, 30 min; stronger effect = higher value; 1 = vehicle-only enzyme signal, 0 = enzyme-free wells. AID 2805, 2010. 330,000 tested, 0.24% active;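 active = activation factor of at least 2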; note: the source names both 10 and 20 µM as test concentration; values of inactives mirror those of a sister screen read the other way
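System: mouse IAP enzyme. Reagent: CDP-Star chemiluminescent phosphatase substrate. Benchmarks: DMSO wells, no-enzyme wells. Times: 30 min enzyme-substrate-compound incubation at room temperature. Detection: luminescence from enzymatic CDP-Star hydrolysis. Doses: test compounds delivered from DMSO solution.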
mIAP inh: inhibitors of mouse IAP, primary screen, biochemical, luminescence, uHTS. intestinal alkaline phosphatase [Mus musculus]. purified mouse IAP, CDP-Star luminescence, 30 min. inhibition, % at 10 µM. 330,000 tested, 0.2% active. AID 2806, 2010;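 active = inhibition of at least 40% at 10 µM in the primary screen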;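 note: plate controls were DMSO with enzyme for no effect and no enzyme wells for full effect; values of inactives mirror those of a sister screen read the other way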
NALP3 yeast inh: NALP3 inflammasome inhibitors in reconstituted yeast, primary screen, luminescence, uHTS; Yeast reconstituted NLRP3/ASC/caspase-1, beta-gal luminescence, 24 h; 330,000 tested, 0.39% active; inhibition, % at 10 µM; AID 2825, 2010;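 active = inhibition of 50% or more; inactive = inhibition below 50%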;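 note: plate controls were induced DMSO wells for no effect and uninduced yeast grown without galactose for full effect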
A3A deaminase: APOBEC3A ssDNA deaminase inhibitors, primary screen, selectivity assay for APOBEC3G inhibitor project, biochemical, FAM/TAMRA oligo cleavage fluorescence; DNA dC->dU-editing enzyme APOBEC-3A (Homo sapiens), P31941; recombinant A3A, FAM/TAMRA ssDNA deamination fluorescence; inhibition, % at 20 µM; 330,000 tested, 0.41% active;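 active = at least 40% inhibition at 20 µM here, with at most 30% in a related deaminase screen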;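 note: plate controls were A3A with DMSO for no effect and wells lacking A3A enzyme for full effect; some results filed as inactive read as strong as hits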
Target sequence (P31941 whole entry, looked up): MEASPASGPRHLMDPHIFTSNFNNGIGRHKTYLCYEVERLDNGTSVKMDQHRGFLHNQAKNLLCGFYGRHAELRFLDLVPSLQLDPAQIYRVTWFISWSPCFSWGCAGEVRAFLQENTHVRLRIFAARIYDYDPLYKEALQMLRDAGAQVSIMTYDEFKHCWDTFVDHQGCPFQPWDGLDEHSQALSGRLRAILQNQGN
* hit, by the source's call; / = not tested or not shown. Only part of the results is shown (hit frequency here may not be typical).

SMILES | hIAP activ | beta cell repl | APOBEC3G inh | hIAP inh | SENP1 inh | mIAP activ | mIAP inh | NALP3 yeast inh | A3A deaminase
O=[N+]([O-])c1cccnc1N1CCC(c2cc(-c3ccc(Cl)cc3)n[nH]2)CC1 | 1 | -4 | -1 | -3 | 1 | 0.87 | 13 | 19 | -1
Cn1c(=O)c2c(nc(Oc3ccccc3)n2C)n(C)c1=O | 1.2 | -6 | -4 | -15 | -1 | 0.99 | 1 | 11 | -2
O=C(Nc1cccc(S(=O)(=O)NC2=NCCC2)c1)c1ccc(OC(F)F)cc1 | 1 | 5 | -8 | -1 | 2 | 0.98 | 2 | 4 | -3
Cc1ccc(OCc2nnc(SCC(=O)Nc3cc(C)on3)n2C)cc1 | 0.9 | 3 | 1 | 10 | 0 | 1 | -5 | -5 | 4
Cc1nc(C)c(C(=O)NNC(=O)Nc2ccc(Cl)cc2)s1 | 1.1 | -2 | -4 | -8 | 3 | 1 | 0 | 23 | 0
Nn1c(Cc2ccccc2F)nnc1SCn1nnc2ccccc2c1=O | 1.4 | 0 | -8 | -43 | 1 | 0.93 | 7 | 25 | -3
Cc1c(NS(=O)(=O)c2ccc3c(c2)c(=O)n(C)c(=O)n3C)c(=O)n(-c2ccccc2)n1C | 1.1 | -3 | 2 | -6 | 2 | 1 | -3 | 8 | 7
CCOC(=O)N1CCC(NC(=O)CSCc2nc(-c3ccc(OC)cc3)oc2C)CC1 | 1.3 | 10 | -6 | -26 | 1 | 0.98 | 2 | -11 | -8
COc1ccc(C(C)=O)cc1CC(=O)Nc1ccccc1-c1ccccc1 | 1 | 0 | -11 | 0 | -1 | 1 | 0 | 21 | -3
COc1cccc(S(=O)(=O)Nc2ccc(C(=O)N3CCOCC3)cc2)c1 | 0.79 | -1 | -10 | 21 | 0 | 0.88 | 12 | 10 | 0
CN(CC(=O)Nc1ccccc1Cl)C(=O)CSc1nncn1C | 1.1 | -1 | 1 | -7 | 5 | 1 | -5 | 8 | 5
COc1ccc(C2=CSC3=C(C(=O)c4cccc(S(=O)(=O)N(C)C)c4)CCN23)cc1 | 0.93 | -4 | -4 | 7 | -4 | 0.76 | 24 | 11 | -1
CC1CCCN(C(=O)c2ccc3c(c2)C(=O)N(CCC2=CCCCC2)C3=O)C1 (stereo not given) | 0.86 | -4 | -3 | 14 | 5 | 0.99 | 1 | 12 | -4
Cc1cc(NC(=O)CSc2nnc(C(C)N(C)C)n2Cc2ccccc2)no1 (stereo not given) | 0.96 | 0 | 2 | 4 | 2 | 0.98 | 2 | -10 | -1
COc1cccc(N/C(SCc2ccccc2F)=C(/C#N)C(=O)NCc2cccs2)c1 | 0.95 | -5 | -7 | 5 | 4 | 0.93 | 7 | -3 | -4
O=C(Nc1ccc2ncccc2c1)c1ccccc1Br | 1.1 | -1 | 1 | -11 | -11 | 0.95 | 5 | 39 | 1
O=C(Nc1ccncc1)Nc1ccccn1 | 0.94 | 1 | -4 | 6 | 2 | 1 | -1 | 10 | -1
COc1ccc(S(=O)(=O)N(CC(=O)NC2CCCCC2)c2ccc(F)cc2)cc1 | 1.1 | 1 | -8 | -12 | 1 | 1.1 | -8 | 9 | -2
O=C(CSc1cn(CCNC(=O)c2ccccc2F)c2ccccc12)NCC1CCCO1 (stereo not given) | 0.96 | -3 | -4 | 4 | -1 | 0.99 | 1 | 14 | -4
Cc1nnc(NC(=O)c2cc3n(n2)C(C(F)(F)F)CC(C2CC2)N3)s1 (stereo not given) | 1.1 | 0 | 1 | -10 | 2 | 1.1 | -5 | 11 | 1

Next section (two carried over from the part before).
SMILES | hIAP activ | beta cell repl | APOBEC3G inh | hIAP inh | SENP1 inh | mIAP activ | mIAP inh | NALP3 yeast inh | A3A deaminase
O=C(CSc1cn(CCNC(=O)c2ccccc2F)c2ccccc12)NCC1CCCO1 (stereo not given) | 0.96 | -3 | -4 | 4 | -1 | 0.99 | 1 | 14 | -4
Cc1nnc(NC(=O)c2cc3n(n2)C(C(F)(F)F)CC(C2CC2)N3)s1 (stereo not given) | 1.1 | 0 | 1 | -10 | 2 | 1.1 | -5 | 11 | 1
Cc1ccc(OCC(=O)N/N=C\c2ccncc2)c(C)c1 | 0.98 | 1 | -5 | 2 | 2 | 1 | 0 | 21 | -3
COc1ccc(/C=N/NC(=O)CCn2cnc(-c3ccccc3)c2-c2ccccc2)cc1 | 0.97 | -5 | -6 | 3 | 0 | 1 | 0 | 13 | 0
O=C(COc1ccc(S(=O)(=O)N2CCOCC2)cc1Cl)N1CCCC1 | 0.98 | 0 | -3 | 2 | -1 | 0.96 | 4 | 9 | 1
COc1ccc(C)cc1NC(=O)NC1CCCCCCC1 | 1 | 0 | -7 | -2 | 1 | 1.2 | -17 | 15 | -3
COC(=O)c1ccc2c(=O)[nH]c(COC(=O)c3c(-c4ccccc4)noc3C)nc2c1 | 0.96 | -2 | 4 | 4 | -4 | 0.96 | 4 | 23 | 2
Cc1ccc(CN(C)C(=O)c2ccc3c(c2)NC(=O)CS3)o1 | 1.1 | 1 | 0 | -12 | -5 | 1 | -4 | 7 | -6
O=C1c2cccc3cccc(c23)C(=O)N1CCc1ccccc1 | 0.9 | 3 | -5 | 10 | 3 | 0.86 | 14 | 30 | -2
O=C(NCCc1ccccc1)c1cccc(S(=O)(=O)N2CCCCC2)c1 | 1 | -3 | -5 | -3 | 2 | 0.91 | 9 | 0 | 2
COc1ccc(CNC(=O)CN2CCN(C(c3ccccc3)c3ccccc3)CC2)cc1 | 1.1 | -3 | -2 | -10 | 1 | 1.4 | -38 | 16 | 5
O=C(COc1ccccc1F)N/N=C1\CCCc2ccccc21 | 1 | -3 | -1 | -4 | 3 | 1 | -1 | 10 | 4
CC1=C(C(=O)Nc2ccc(F)cc2)C(c2ccncc2)C2=C(CCCC2=O)N1 (stereo not given) | 0.87 | -2 | -2 | 13 | -17 | 0.93 | 7 | 2 | -2
C=CCOc1ccc(NC(=O)C2CC(=O)N(C(C)C)C2)cc1 (stereo not given) | 0.87 | 4 | -2 | 13 | 0 | 0.98 | 2 | 7 | -2
CCCC(C)C(=O)Nc1nc(C)c(-c2csc(Nc3cc(OC)ccc3OC)n2)s1 (stereo not given) | 0.8 | -8 | -5 | 20 | -12 | 0.94 | 6 | 1 | -3
COc1ccc(C(C)NC(=S)NCc2ccc(F)cc2)cc1 (stereo not given) | 0.95 | -6 | 4 | 5 | 1 | 1.3 | -33 | 30 | -1
COc1cc(CN2CCCC(N3CCN(c4ccc(F)cc4)CC3)C2)ccc1F (stereo not given) | 1.1 | 2 | -7 | -12 | 1 | 1 | 0 | 8 | -6
Cc1cc(C)n2nc(C(=O)N3CCCC(CNS(=O)(=O)c4cccs4)C3)cc2n1 (stereo not given) | 1 | 0 | -9 | 0 | -1 | 0.96 | 4 | 6 | -1
O=C(CSc1nnc(-c2ccco2)o1)N1c2ccccc2CCc2ccccc21 | 0.88 | -3 | 1 | 12 | 1 | 0.93 | 7 | 14 | 1
COC(=O)c1ccc2c(c1)NC(=O)C(N1CCOCC1)S2 (stereo not given) | 0.77 | -1 | -4 | 23 | 0 | 0.97 | 3 | -5 | 2
C=CCn1c(SCC(=O)NCC2CCCO2)nnc1-c1ccccc1 (stereo not given) | 1 | 0 | -5 | -4 | 0 | 0.92 | 8 | 6 | 1
Nc1ncn(-c2ncc(C(F)(F)F)cc2Cl)n1 | 1 | -1 | -3 | 0 | 0 | 1 | -3 | 1 | -1
O=C(COC(=O)/C=C/c1ccccc1)NCCC1=CCCCC1 | 1 | -2 | 1 | 0 | 0 | 1 | -2 | 4 | 0
COc1ccc(-c2noc(CCC(=O)N3CCN(c4ccccc4Cl)CC3)n2)cc1 | / | / | 3 | / | 0 | 1.1 | -10 | / | 2
O=C1C(=O)N(C/C=C/c2ccccc2)c2ccccc21 | 0.84 | -6 | -8 | 16 | 4 | 0.94 | 6 | 19 | -3
COc1ccc2oc(C(=O)N(C)Cc3ccc(OC(F)F)cc3)c(C)c2c1 | 0.87 | -4 | -6 | 13 | -4 | 1 | -2 | 14 | 0
CC1Sc2ccc(C(=O)NCc3cccc(C(F)(F)F)c3)cc2NC1=O (stereo not given) | 1.1 | 0 | 0 | -10 | 5 | 1 | 0 | 6 | 1
CC(=O)N[C@@H](Cc1c[nH]c2ccccc12)C(=O)NCc1ccccc1 | 1 | 0 | 1 | -2 | 2 | 0.96 | 4 | 11 | -1
N#CC1(NC(=O)COC(=O)c2nc(Cl)c(Cl)c(N)c2Cl)CCCCC1 | 1.1 | 8 | -8 | -10 | -1 | 0.97 | 3 | 3 | 2
CCC[C@H]1COCCS(=O)(=O)N1Cc1ccccc1F | 1.1 | -1 | -13 | -8 | 3 | 1.1 | -8 | 14 | -6
CC(C)(C)c1ccc(C2C(C(=O)c3ccco3)=C(O)C(=O)N2CC2CCCO2)cc1 (stereo not given) | 1.1 | 0 | -8 | -6 | 1 | 1 | -1 | -4 | -3
CC(CNc1ccc([N+](=O)[O-])cc1)NC(=O)c1ccccc1Br (stereo not given) | 1.2 | -3 | -9 | -20 | 0 | 0.93 | 7 | 23 | -5
O=C(O)CCc1ccc(-c2cccs2)n1NC(=O)c1ccc(Cl)cc1Cl | 0.97 | -2 | -1 | 3 | -6 | 0.95 | 5 | -2 | 7
COc1ccc(N2CCN(C3CCCN(C(=O)CSC)C3)CC2)cc1 (stereo not given) | 1.1 | 2 | -3 | -10 | 1 | 0.98 | 2 | 9 | -4
CC1=CC(C)(C)N2C(=O)C3(C(C#N)=C(N)Oc4cc(O)ccc43)c3cccc1c32 (stereo not given) | 0.97 | -5 | 0 | 3 | -6 | 1 | -2 | -6 | 6
Cc1ccc(C)c(N2CCN(S(=O)(=O)c3cc4c(cc3Cl)NC(=O)CO4)CC2)c1 | 1.1 | -2 | -9 | -8 | 0 | 1 | -2 | 1 | -2
Cc1ccc2c(c1)nnn2C1CCN(CC(=O)NCc2ccccc2F)CC1 | 1.1 | -1 | -6 | -12 | 1 | 1 | -1 | 12 | -1
CC(NC(=O)COC(=O)CCc1ccccc1)c1ccccc1 (stereo not given) | 0.91 | 0 | -10 | 9 | 2 | 1 | -1 | 13 | -3
COCc1nnc(NC(=O)c2ccccc2Oc2ccccc2)s1 | 1.1 | 1 | -8 | -8 | -2 | 1.1 | -10 | -3 | 3
